High-throughput results as filed in PubChem.
MITF inh: inhibitors of human MITF; O75030; AlphaScreen MITF homodimerization, bead proximity signal; inhibition, % at 2.6 µM; 650,000 compounds, 0.91% hits; AID 1259374; in the data active = inhibition above about 50%;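 note: 0% = vehicle wells with protein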
Target sequence (O75030 whole entry, looked up): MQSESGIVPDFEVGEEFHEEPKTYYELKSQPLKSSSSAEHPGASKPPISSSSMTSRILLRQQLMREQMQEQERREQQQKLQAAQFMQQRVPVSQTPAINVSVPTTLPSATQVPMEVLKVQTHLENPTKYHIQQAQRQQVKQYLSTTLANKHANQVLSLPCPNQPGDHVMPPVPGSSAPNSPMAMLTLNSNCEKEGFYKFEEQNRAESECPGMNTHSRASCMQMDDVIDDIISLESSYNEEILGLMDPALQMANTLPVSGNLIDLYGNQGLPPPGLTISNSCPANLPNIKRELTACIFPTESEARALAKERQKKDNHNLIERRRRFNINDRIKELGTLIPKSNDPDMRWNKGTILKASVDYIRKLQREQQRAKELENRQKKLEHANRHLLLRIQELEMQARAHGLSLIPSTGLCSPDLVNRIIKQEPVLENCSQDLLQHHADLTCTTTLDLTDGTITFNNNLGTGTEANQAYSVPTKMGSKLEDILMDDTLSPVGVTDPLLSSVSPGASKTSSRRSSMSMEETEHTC
FBW7 activator: human FBW7 E3 ligase activation, primary screen; Q969H0; AlphaScreen FBW7–phospho-cyclin E peptide binding, activator screen; normalized activity (activation), % at 26.1 µM; 650,000 compounds, 0.13% hits; in the data active = normalized activity above about 1.9%;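 note: purified mutant Fbw7 with reduced substrate affinity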
GPR151 activ: activates the human receptor GPR151 | 650,000 compounds, 1% hits | activation, % at 11.2 µM | PathHunter beta-arrestin GPR151 cells, luminescence | Q8TDV0; in the data active = activation above about 4.9%;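 note: 0% = median of compound wells and 100% = cells with positive control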
Target sequence (Q8TDV0 whole entry, looked up): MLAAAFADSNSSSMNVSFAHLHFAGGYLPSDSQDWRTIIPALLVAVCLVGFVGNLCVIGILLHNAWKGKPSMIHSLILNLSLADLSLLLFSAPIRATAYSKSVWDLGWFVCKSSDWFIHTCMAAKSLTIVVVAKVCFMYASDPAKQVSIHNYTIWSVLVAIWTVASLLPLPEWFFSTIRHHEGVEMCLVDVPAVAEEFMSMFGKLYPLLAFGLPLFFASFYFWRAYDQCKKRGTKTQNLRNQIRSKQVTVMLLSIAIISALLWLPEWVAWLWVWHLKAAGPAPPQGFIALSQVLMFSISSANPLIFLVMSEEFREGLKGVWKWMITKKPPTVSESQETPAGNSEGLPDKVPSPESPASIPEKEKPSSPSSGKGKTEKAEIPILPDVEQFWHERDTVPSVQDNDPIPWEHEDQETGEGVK
TEAD-YAP inh: TEAD-YAP interaction inhibition. 640,000 compounds, 1.4% hits. HEK-TIYL cells, TEAD-Gal4/YAP UAS-luciferase luminescence. inhibition, % at 9.12 µM. AID 1259422; in the data active = inhibition above about 32%;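 note: 0% = median of test compound wells and 100% = reference inhibitor wells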
* marks the source's active call; other numbers are inactive results; & = joins results of further samples.

Molecule	MITF inh	FBW7 activator	GPR151 activ	TEAD-YAP inh
O=C(COc1ccccc1Cl)N/N=C\c1ccccn1	12	0.2	0.3	0
CCOC(=O)c1c(NC(=O)Nc2ccc(Cl)c(Cl)c2)sc(C)c1C	4	-0.1	2.8	-3
O=C(NCc1ccccn1)C1CCCN(S(=O)(=O)c2ccc(Br)cc2)C1 (stereo not drawn)	9	0.9	-1.5	-2
Cc1nc2ccc(-c3ccc4nc(C)n(-c5ccc6c(c5)OCO6)c(=O)c4c3)cc2c(=O)n1-c1ccc2c(c1)OCO2	-12	-0.1	0.8	8
CN(C)S(=O)(=O)c1ccc(C(=O)OCN2C(=O)c3ccccc3C2=O)cc1	1	0.1	-0.1	-2
Cn1c(=O)c2c(ncn2CC(=O)Nc2ccc(Cl)c(Cl)c2)n(C)c1=O	8	0.0	-0.6	13
O=C(Nc1nncs1)c1ccccc1O	0	0.3	0.2	0
O=C1c2cccnc2C(=O)N1c1ccc([N+](=O)[O-])cc1	18	-0.7	0.7	-7
O=C(O)CCC(=O)c1cccc2ccccc12	2	0.0	-1.4	-3
CCOc1cc(NC(=O)c2ccco2)c(OCC)cc1NC(=O)COc1ccccc1	5	-0.1	0.2	-8
COc1cc(CNC(=O)c2ccc3ccccc3n2)cc(OC)c1OC	0	-0.1	-0.1	45*
O=C(N/N=C/c1ccc(Cl)cc1Cl)c1ccccc1[N+](=O)[O-]	-84	-0.1	1.1	-20
Cc1ccc(NC(=O)c2sc3ncn(CC(=O)Nc4ccc(C(C)C)cc4)c(=O)c3c2C)cc1F	8	0.6	-1.1	3
Cc1ccc(Cn2c(=O)c3ccccc3n3nc(C)cc23)cc1	-2	-0.1	1.3	9
Nc1cc(N)nc(SCC(=O)Nc2cccc(S(N)(=O)=O)c2)n1	6	0.1	-0.3	5
CCOC(=O)C1=C(N)N(c2cccc(C(F)(F)F)c2)C2=C(C(=O)CCC2)C1c1ccsc1 (stereo not drawn)	1	-0.2	0.5	-13
O=C(c1cc(Cl)sc1Cl)N(CC1CCCO1)c1nc2c(F)cc(F)cc2s1 (stereo not drawn)	-6	-0.2	-0.1	-1
Cc1ccc(C(C)C)c(OCCCNCc2cccnc2)c1	3	-0.1	0.5	15
COc1ccc(C(=O)NCc2ccc(Cl)c(Cl)c2)cc1OC	7	0.3	-1.2	6
O=C(NC1CCCC1)C1CCN(c2nc3ccccc3n3cccc23)CC1	1	-0.2	2.3	-1

Reformatted with values under each structure: five of the compounds above.
Below each compound – MITF inh, FBW7 activator, GPR151 activ, TEAD-YAP inh
> Cc1ccc(Cn2c(=O)c3ccccc3n3nc(C)cc23)cc1
 : -2, -0.1, 1.3, 9
> Nc1cc(N)nc(SCC(=O)Nc2cccc(S(N)(=O)=O)c2)n1
 : 6, 0.1, -0.3, 5
> CCOC(=O)C1=C(N)N(c2cccc(C(F)(F)F)c2)C2=C(C(=O)CCC2)C1c1ccsc1 (stereo not drawn)
 : 1, -0.2, 0.5, -13
> O=C(c1cc(Cl)sc1Cl)N(CC1CCCO1)c1nc2c(F)cc(F)cc2s1 (stereo not drawn)
 : -6, -0.2, -0.1, -1
> Cc1ccc(C(C)C)c(OCCCNCc2cccnc2)c1
 : 3, -0.1, 0.5, 15

Ordered by molar mass (largest number first): 4 of the compounds above
Molecule	MITF inh	FBW7 activator	GPR151 activ	TEAD-YAP inh
COc1cc(CNC(=O)c2ccc3ccccc3n2)cc(OC)c1OC	0	-0.1	-0.1	45*
COc1ccc(C(=O)NCc2ccc(Cl)c(Cl)c2)cc1OC	7	0.3	-1.2	6
Cc1ccc(Cn2c(=O)c3ccccc3n3nc(C)cc23)cc1	-2	-0.1	1.3	9
Cc1ccc(C(C)C)c(OCCCNCc2cccnc2)c1	3	-0.1	0.5	15

Going on with the list.
Molecule	MITF inh	FBW7 activator	GPR151 activ	TEAD-YAP inh
NC(=O)C1CCN(C(=O)CCC2Nc3c4ccccc4nc(=S)n3C2=O)CC1 (stereo not drawn)	-1	-0.1	1.9	-3
N=C1C(c2nc3ccccc3s2)=C(O)CN1c1ccc(Cl)cc1	14	0.9	0.1	-8
O=C(CSC1=NC(=O)C(Cc2ccccc2)C(=O)N1)Nc1ccccc1 (stereo not drawn)	-1	0.0	-1.3	4
COc1ccc(CN2CCc3nnc(CCc4ccccc4)n3CC2)c(OC)c1OC	9	-0.1	-0.5	5
O=C1N[C@@H](COCc2ccccc2)C(=O)N2CCN(Cc3ccccc3Cl)C[C@H]12	1	-0.2	-2.1	2
Cc1ccc([N+](=O)[O-])cc1-c1ccc(/C=C2/Sc3ccccc3C2=O)o1	-7	-0.4	0.3	1
COc1ccc2nc(-c3ccc(NC(=O)c4ccccc4F)cc3)cn2n1	4	0.2	0.4	-23
O=C(NCCOc1ccccc1)c1cnc(NCCN2CCOCC2)s1	0	0.0	1.0	-8
CCOC(=O)c1sc(N)c(C#N)c1CSc1nnc(-c2ccco2)o1	6	0.0	0.5	-12
Cc1cccc(N2C(=O)/C(=C/C=C\c3ccccc3)S(=O)(=O)C2c2cccc([N+](=O)[O-])c2)c1 (stereo not drawn)	24	0.1	0.2	5

Looked up above:
`NC(=O)C1CCN(C(=O)CCC2Nc3c4ccccc4nc(=S)n3C2=O)CC1` (stereo not drawn) | MITF inh = -1
`N=C1C(c2nc3ccccc3s2)=C(O)CN1c1ccc(Cl)cc1` | TEAD-YAP inh = -8
`Cc1cccc(N2C(=O)/C(=C/C=C\c3ccccc3)S(=O)(=O)C2c2cccc([N+](=O)[O-])c2)c1` (stereo not drawn) | MITF inh = 24

Other compounds
Molecule	MITF inh	FBW7 activator	GPR151 activ	TEAD-YAP inh
CCOc1ccc(NC(=O)CSc2nc3ccsc3c(=O)n2CCCC(=O)NCc2ccc3c(c2)OCO3)cc1	4	-0.2	1.5	-10
C=CCN1CCN(C(CCC)c2nnnn2C2CCCCC2)CC1 (stereo not drawn)	1	1.2	-0.7	-9
CCc1cccc2c1NC(=O)C2(O)N1CCCC(C)C1 (stereo not drawn)	-11	-0.2	-0.7	-15
COc1ccc(-n2cc(-c3ccc(C)cc3)[nH]c2=S)cc1	21	0.2	-0.2	-31
FC(F)(F)c1ccc(Nc2nc(Nc3ccccc3)c3[nH]cnc3n2)cc1	7	0.1	2.4	-11
O=C(CN1CCCC1)Nc1ccc(NC(=O)Nc2ccc(F)cc2)cc1	-2	0.0	-1.1	-32
Cc1c(C)n2c(SCC(=O)Nc3ccc4c(c3)OCCO4)nnc2[nH]c1=O	13	-0.1	-0.5	13
O=C(CN(C(=O)C(=O)Nc1ccc2c(c1)OCCO2)c1ccccc1)NC1CCCC1	5	0.0	0.1	0
Nc1nc(Cc2cc3ccccc3[nH]2)nc(NC2CCCCC2)n1	4	0.0	0.3	-2
Cn1c(=O)c2c(ncn2CC(=O)Nc2cc(Cl)ccc2Cl)n(C)c1=O	15	0.5	0.1	4
O=C(Nc1cccc([N+](=O)[O-])c1)C(Cc1ccccc1)N1C(=O)C2C3C=CC(C3)C2C1=O (stereo not drawn)	14	0.1	-2.0	-2
COc1ccc2c(C=Nc3c(C)n(C)n(-c4ccccc4)c3=O)c(O)n(-c3ccccc3C(F)(F)F)c(=O)c2c1	20	0.8	0.7	-8
Cc1cc(C(=O)N/N=C/c2cccc(OC(=O)c3ccco3)c2)n[nH]1	11	0.5	-1.9	11
O=C(COc1ccc2ccccc2c1)Nc1cccc(C(=O)Nc2ccccc2C(=O)O)c1	-4	-0.1	1.1	8
C[n+]1ccccc1C(=O)/C=C/C=C(Cl)Cl	-3	-0.1	-0.6	6
COC(=O)C(=O)/C=C(\O)c1ccc(F)cc1	8	0.0	1.2	-32
C#CCNC(=O)c1c(C)nc2ccc(C)cn12	4	-0.5	1.2	10
COc1ccc(NC(=S)N(Cc2ccc(Cl)cc2)Cc2ccc(C(=O)O)cc2)cc1Cl	-6	-0.1	-0.3	-7
CC1CCCC(C)N1C(=O)Cn1c2ccccc2n2c(SCC(=O)NC3CC3)nnc12 (stereo not drawn)	2	0.0	-0.2	-9
Cc1cc(C)c2cc3c(N)c(C(=O)N4CC(=O)Nc5ccccc54)sc3nc2c1	10	0.1	0.2	1
COc1ccc(NC(=S)N(CCC(C)C)C2CCN(C(C)=O)CC2)cc1	8	0.0	-0.4	1
Cc1ccc2nc(C(F)(F)F)c(C(=O)N(C)C(C)C)n2c1	-1	-0.1	0.6	7
CCCNc1nc(N2CCC(N3CCOCC3)CC2)nc2c1ncn2C1CCCCC1	0	-0.2	0.2	-10
CC(=O)Oc1ccc(C2Nc3ccc(C(C)=O)cc3C3C=CCC32)c(OC(C)=O)c1 (stereo not drawn)	-13	0.1	-0.7	-2
CN(C)CCN(Cc1ccccc1)Cc1ccccc1O	-349	0.5	-0.5	-1
O=C1CC(=O)NC(SCc2ccccc2)=N1	-2&-13	-0.2&0.0	0.8&0.0	-2&-2
O=C(Nc1ccc2c(c1)CCC2)c1ccc2c(=O)n(Cc3ccccc3)c(=S)[nH]c2c1	4	-0.1	-0.5	10
CCOc1cc(/C=C2/C(=N)N3N=C(CC)SC3=NC2=O)ccc1OCCOc1ccc(C)cc1	-4	0.2	0.7	7
CC1CCC2(CC1)NC(=O)N(Nc1ncnc3sccc13)C2=O (stereo not drawn)	1	0.0	0.5	2
CCN(CC)c1ccc(S(=O)(=O)N(CC)CC)cc1N=Cc1ccc([N+](=O)[O-])o1	4	-0.2	0.3	5
CCc1ccc(C(=O)Nn2c(C)nc3ccccc3c2=O)cc1	-7	0.0	-0.3	-2
O=C(CC1(O)C(=O)Nc2ccc([N+](=O)[O-])cc21)c1ccc(Br)s1 (stereo not drawn)	0	-0.1	0.8	11
Cc1ccc(NS(=O)(=O)c2ccc3[nH]c(=O)oc3c2)cc1	6	-0.1	0.4	11
CC1CCCN(C(=O)c2ccc(-n3c(=S)[nH]c4ccccc4c3=O)cc2)C1 (stereo not drawn)	7	-0.1	-1.2	3
CC(C)n1cnc2c(Nc3ccc(N4CCOCC4)cc3)nc(Nc3nccc4ccccc34)nc21	9	-0.1	0.8	19
CCCN(CCC)S(=O)(=O)c1ccc(NS(=O)(=O)c2ccc(C)cc2)cc1	9	0.2	1.1	8
CCCCCc1ccc(-c2ccc(-c3ccc(O)cc3)nc2)cc1	-9	-0.1	2.2	15
Cc1cc(Nc2cc(C(=O)O)ccc2C)n2ncnc2n1	-10	0.2	-0.7	4
COc1ccc(CCNc2nc(OC)nc(-c3c(C)nn(C)c3C)n2)cc1	2	0.0	0.7	-7
COc1ccc(N=C2NC(=O)/C(=C/c3ccc(I)o3)S2)cc1	19	0.1	2.1	14
O=C(Nc1ccc(N2C(=O)C3CC=CCC3C2=O)cc1)c1ccc(N2C(=O)C3CC=CCC3C2=O)cc1 (stereo not drawn)	-2	0.0	0.7	-3
O=C1NC2(CCCCC2)C(=O)N1/N=C/c1ccc(O)cc1O	3	-0.1	1.4	-3
O=C(Nc1ncc(Cc2cc(Cl)ccc2Cl)s1)C1CC1	10	0.0	0.2	-5
CCc1nc(N2CCC(C(=O)O)CC2)c2oc3ccccc3c2n1	0	0.0	-2.3	0
COc1ccc(NC(=O)CSc2nnc3c(n2)[nH]c2ccc(S(=O)(=O)N(C)C)cc23)c(OC)c1	5	0.5	1.9	-6
COc1ccc(CNc2nc(C)nc3sc4c(c23)CCC4)cc1OC	3	-0.2	0.9	3
CCOc1cc2c(cc1/C=C1\C(=O)NC(=S)N(c3ccc(F)cc3)C1=O)OCO2	7	-0.2	1.1	2
CCOC(=O)C1=C(O)/C(=C\c2ccc(Cl)cc2Cl)N=C1C	11	0.0	-0.6	-10
CCNc1nc(SCc2ccccc2)nc(N2CCOCC2)n1	6	0.1	-1.0	-7
O=C(NN1C(=O)CCC1=O)c1cccc(O)c1	1	0.0	-0.9	5

Remaining list, next part:
Molecule	MITF inh	FBW7 activator	GPR151 activ	TEAD-YAP inh
CCN(CC)C(=O)C1CCCN(c2ncc(C(=O)Nc3ccccc3)s2)C1 (stereo not drawn)	-1	-0.1	0.8	-3
CCOc1ccc(NC(=O)c2ccccc2NS(=O)(=O)c2ccc(C)cc2)cc1	3	0.1	-1.3	1
C=CCOC(=O)C1=C(C)NC(SCC(=O)Nc2ccccc2C)=C(C#N)C1c1ccc(O)c(OC)c1 (stereo not drawn)	4	0.1	0.2	-3
N=C1/C(=C/c2ccco2)C(=O)N=C2SC(C3CCCCC3)=NN12	0	-0.3	-1.5	-23
CC(=O)Nc1nnc(SCc2cc(=O)c(OC(=O)c3ccc(F)cc3)co2)s1	5	-0.5	3.6	-8
COc1ccc(-n2nc(C(=O)NCC(=O)N3CCN(C)CC3)c3ccccc3c2=O)cc1	-4	-0.1	1.1	-8
CCN(CC)S(=O)(=O)c1ccc(/C=C/C(=O)OCC(=O)OC(C)(C)C)cc1	11	0.2	-0.9	-3
Cc1csc2ncc(C(=O)NCC(C)C)c(=O)n12	14	0.1	-0.7	3
O=C(CN1C(=O)C2C3C=CC(C3)C2C1=O)Nc1ccccc1O (stereo not drawn)	-2	-0.1	-2.0	2
O=C(O)CCCN1C(=O)CSC1=S	0	-0.1	1.8	57*
CCc1c(C)sc(NC(=O)c2ccco2)c1C(=O)NCc1ccccc1	17	0.1	-0.2	6
O=C(Nc1ccc(C(=O)N2CCOCC2)cc1)c1ccco1	8	0.5	-1.0	-8
CCCCn1c(NC(=O)Nc2ccccc2F)c2ccccc2nc1=O	-3	0.1	-0.3	12
CCc1ccc(S(=O)(=O)N(C(C)=O)c2ccc(OC(C)=O)cc2)cc1	10	0.1	-0.5	12
